# PhoP inhibition = inhibitors of PhoP regulon expression, primary screen, Salmonella Typhimurium, GFP reporter (AID 1863); inhibition, % at 50 µM; hits with a dose series show IC50 in µM; S. Typhimurium PhoP-regulated promoter GFP reporter, 4 h; higher % means a stronger effect; actives 0.16% (n = 300,000);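 active means inhibition over 29.93%, a cutoff 3 SD above the screen mean, later confirmed by dose response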;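 further: 0% = low Mg2+ inducing control and 100% = high Mg2+ repressing control; strong numbers were not always called active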
# Starred values were filed as active, the others as inactive. Some of the compounds tested, so the mix of outcomes need not match the whole.
PhoP inhibition,SMILES
-2%,COc1ccc(S(=O)(=O)NCC(c2ccc3c(c2)OCO3)N2CCN(C)CC2)cc1OC (stereo not given)
-3%,Cc1ccc(CN2CC(C(=O)OCc3ccccc3Cl)CC2=O)cc1 (stereo not given)
12%,CC(C)CN(C(=O)c1cc(Cl)nc2ccccc12)c1c(N)n(Cc2ccccc2)c(=O)[nH]c1=O
-5%,CCOC(=O)c1ccccc1NC(=O)COC(=O)C1CCCC1
0%,O=C1CC2(CCN(C(=O)c3c(F)cccc3F)CC2)Oc2ccccc21
-2%,COc1ccc(Br)cc1CN(C)C(=O)Cc1ccc(S(=O)(=O)N2CCOCC2)s1
-7%,COc1ccc(Cc2nnc(SCC(=O)Nc3ccccc3)[nH]c2=O)cc1
1%,Oc1ccccc1Cc1c(O)ccc2ccccc12
-3%,O=C(COC(=O)C1CCN(S(=O)(=O)c2ccc(Cl)c(C(F)(F)F)c2)CC1)NCc1ccco1
-2%,COc1ccccc1C(CNC(=O)COc1ccccc1C)N1CCCC1 (stereo not given)
-9%,COC(=O)C1CCN(C(=O)NC2CC(=O)N(c3ccc4c(c3)OCCO4)C2)CC1 (stereo not given)
3%,COc1ccc(NS(=O)(=O)c2cccc(C(=O)NCC3(N4CCCCC4)CCCCC3)c2)cc1
4%,CN(C)CCn1c2c(c(SCC(=O)Nc3cccc4ccccc34)nc1=O)CCCC2
-2%,COc1ccc(Cl)cc1C(=O)NCC(=O)OCc1ccccc1
-10%,Cc1ccc(SCC(=O)OCC(=O)N(C)CC(=O)Nc2ccc(F)cc2)cc1C
1%,Cc1ccc(C(=O)NNC(=O)Cn2ccc(C(F)(F)F)n2)o1
-1%,CN(C/C=C/c1ccccc1)Cc1cccc2ccccc12
-5%,Cc1ccc(C)c(SCC(=O)N(C)CC(=O)Nc2ccc(N3CCOCC3)cc2)c1
8%,COc1ccc(-c2cc(C(=O)N3CCCCC3)c3ccccc3n2)cc1
-6%,Nc1cc(N)nc(SCC(=O)NCCC2=CCCCC2)n1
-2%,COc1ccc(S(=O)(=O)N2CCCCCC2)cc1C(=O)N(C)CC(=O)Nc1c(Cl)cccc1Cl
-9%,COc1ccc(S(=O)(=O)N2CCCCCC2)cc1C(=O)N(C)Cc1ccc(C)cc1
-9%,Cc1ccc(C(=O)N2CCN(S(=O)(=O)c3ccccc3)CC2)s1
-11%,CCCCc1nnc(NC(=O)c2ccc3c(=O)n4c(nc3c2)CCC4)s1
0%,Cc1cccc(OCCC(=O)OCC(=O)Nc2c(C)nn(-c3ccccc3)c2C)c1
-9%,O=C(COc1ccc(F)cc1)Nc1cc(Cl)ccc1-n1cncn1
-5%,Nc1nc(NC(=O)c2ccc(F)cc2)ns1
4%,CC(=O)N1CCc2c(sc(NC(=O)C3CCCN3S(=O)(=O)c3cccs3)c2C(N)=O)C1 (stereo not given)
0%,Cc1ccc(S(=O)(=O)N2CCN(C(=O)COC(=O)c3oc4ccccc4c3C)CC2)cc1
-7%,CC(=O)Nc1ccc(NC(=O)C(C)OC(=O)C2CCCC2)cc1 (stereo not given)
-9%,COc1ccc([C@@H]2CC=C(C(=O)O)[C@H](c3ccc(F)cc3)N2S(=O)(=O)c2ccccc2C)cc1
-8%,CCCN(C(=O)c1cn(-c2ccccc2)nc1-c1ccc(OC)cc1)C1CCS(=O)(=O)C1 (stereo not given)
2%,O=C(CSC1=NS(=O)(=O)c2ccccc2N1)NCc1ccc(F)cc1
-10%,CN(CC(=O)Nc1cccc(F)c1)C(=O)/C=C/c1ccc(Br)s1
-2%,CCN1C(=O)[C@@H]2[C@@H](c3ccc(-c4ccc(Cl)c(Cl)c4)cc3)N3CCCC[C@@]3(C(=O)OC)[C@@H]2C1=O
-2%,CCCN(CC(=O)Nc1ccccc1OC)C(=O)c1cccc(S(=O)(=O)Nc2ccc(OC)cc2)c1
-4%,COc1cccc(CC(=O)OCC(=O)NC(=O)c2ccc(OC(F)F)cc2)c1
-2%,Cc1ccc(S(=O)(=O)N2CCC(C(=O)OCC(=O)NCc3ccco3)CC2)cc1C
-1%,O=C(COC(=O)CNC(=O)c1ccc(Cl)c([N+](=O)[O-])c1)NC(=O)CN1CCCC1=O
-4%,Cc1cc2nc(N3CCN(C(=O)c4cccs4)CC3)sc2cc1C
3%,CCc1cc(=O)[nH]c(SCC(=O)NCC2CCCO2)n1 (stereo not given)
-8%,O=C(c1cc(-c2ccccc2)nn1-c1ccccc1)N1CCN(S(=O)(=O)c2cccc(F)c2)CC1
-4%,CCOc1cc(C(=O)Nc2ccc(S(=O)(=O)NC3=NCCCCC3)cc2)cc(Br)c1OC
-4%,CCCN(CC(=O)Nc1ccccc1OC)C(=O)CCCN1C(=O)c2ccccc2C1=O
-3%,CC(=O)Nc1ccc(NC(=O)C(C)OC(=O)CC2CCCCC2)cc1 (stereo not given)
-4%,CC1CN(C(=O)CCNS(=O)(=O)c2ccc(Br)cc2)CC(C)O1 (stereo not given)
4%,O=C1OC[C@H](Cc2ccc3c(c2)OCO3)/C1=C\c1ccc2c(c1)OCO2
6%,CCN(CC(=O)Nc1c(F)cccc1F)C(=O)c1ccc(C(=O)c2ccccc2)cc1
-2%,S=P(N1CC1)(N1CC1)N1CC1
-3%,O=C(CCNC(=O)c1ccc(Br)cc1)Nc1cccc(S(=O)(=O)N2CCCCC2)c1

# Additional structures:
PhoP inhibition,SMILES
-6%,CCOC(=O)C1=C(COC(=O)C2CC(=O)N(c3ccc(C)cc3)C2)NC(=O)NC1C (stereo not given)
-2%,COc1cccc(CN(C)C(=O)c2ccc(OCC(=O)Nc3cccc(C(F)(F)F)c3)c(OC)c2)c1
0%,CCOC(=O)C1=C(COC(=O)/C=C/c2cc(Br)ccc2F)NC(=O)NC1C (stereo not given)
3%,COc1cc(C(=O)OCC(=O)NCC2CCCCC2)ccc1OCC(C)C
0%,O=C(NCCS(=O)(=O)N1CCN(c2ccccc2)CC1)C1CC1
-2%,CCOc1ccc(-n2ccnc(SCC(=O)NCc3cccc(OC)c3)c2=O)cc1
-7%,Cn1c(Cc2cccs2)nnc1SCC(=O)Nc1ccc(C(N)=O)cc1
6%,Cc1ccc(C)c(S(=O)(=O)N2CCCC2CNC(=O)C(=O)NCC2CCCO2)c1 (stereo not given)
-8%,CCC(C)N(C(=O)COC(=O)COc1c(C)cc(C)cc1C)C1CCS(=O)(=O)C1 (stereo not given)
-3%,CCOc1ccc(N2CC(NS(=O)(=O)c3cccs3)CC2=O)cc1 (stereo not given)
-4%,COc1ccc(S(=O)(=O)N2CCCCCC2)cc1C(=O)N(C)Cc1ccccc1F
0%,NC(=O)c1ccc(Cn2c(C(=O)c3cc(Cl)c(N)c(Cl)c3)c3ccccc3[n+]2[O-])cc1
-3%,O=C(c1ccc(N2CCCCC2)c([N+](=O)[O-])c1)N1CCN(S(=O)(=O)c2ccccc2)CC1
-4%,Cc1ccccc1NC(=O)C(C)OC(=O)CNS(=O)(=O)c1ccc(C#N)cc1 (stereo not given)
1%,CCOc1ccc(NC(=O)CN(C)C(=O)c2c(-c3c(F)cccc3Cl)noc2C)cc1OCC
15%,O=C(Nc1cccc(/C=C/c2ccccn2)c1)c1ccc(-n2cncn2)c([N+](=O)[O-])c1
0%,CC(=O)Nc1ccc(NC(=O)CSc2n[nH]c(-c3cccs3)n2)cc1
-4%,Cc1sc(NC(=O)C2=COCCO2)nc1-c1ccc(Br)cc1
0%,CSCCC(NC(=O)c1ccccc1Cl)C(=O)Nc1cccc(S(=O)(=O)N2CCCC2)c1 (stereo not given)
-4%,CCN(CC(=O)NC1CCS(=O)(=O)C1)S(=O)(=O)c1ccc(Cl)cc1C(F)(F)F (stereo not given)

# An excerpt of these results, with bars between the fields.
Structure | PhoP inhibition
CCCN(C(=O)c1cn(-c2ccccc2)nc1-c1ccc(OC)cc1)C1CCS(=O)(=O)C1 (stereo not given) | -8%
O=C(CSC1=NS(=O)(=O)c2ccccc2N1)NCc1ccc(F)cc1 | 2%
CN(CC(=O)Nc1cccc(F)c1)C(=O)/C=C/c1ccc(Br)s1 | -10%
CCN1C(=O)[C@@H]2[C@@H](c3ccc(-c4ccc(Cl)c(Cl)c4)cc3)N3CCCC[C@@]3(C(=O)OC)[C@@H]2C1=O | -2%

# Carrying on.
PhoP inhibition,SMILES
10%,COc1ccc(S(=O)(=O)N2CCCCCC2)cc1C(=O)N(C)Cc1ccco1
-5%,CC1(CCc2ccccc2)NC(=O)N(CC(=O)N2CCCCCC2)C1=O (stereo not given)
2%,COc1ccc(C2CC(c3cccs3)=NN2C(=O)CSc2nc(=O)n3ccc(C)cc3n2)cc1 (stereo not given)
-12%,O=C(NN1C(=O)/C(=C/c2cc([N+](=O)[O-])ccc2O)SC1=S)c1ccccc1O
3%,COc1ccc(-c2cccc(NC(=O)c3cccs3)c2)nn1
3%,CC(OC(=O)c1nn(C)c(=O)c2ccccc12)C(=O)Nc1ccc(S(N)(=O)=O)cc1 (stereo not given)
3%,CC(OC(=O)CN1C(=O)NC2(CCCC2)C1=O)C(=O)c1ccccc1 (stereo not given)
5%,CCn1c(COC(=O)CNC(=O)c2ccccc2)nc2cc(S(=O)(=O)N(C)C)ccc21
-5%,COc1ccccc1C(=O)NC(CCSC)C(=O)NCc1ccccn1 (stereo not given)
-10%,O=C(O)c1ccccc1Nc1cccc(OCc2ccc3ccccc3n2)c1

# Look-ups from the entries so far:
# COc1ccc(-c2cccc(NC(=O)c3cccs3)c2)nn1 in PhoP inhibition → 3%
# CC1(CCc2ccccc2)NC(=O)N(CC(=O)N2CCCCCC2)C1=O (stereo not given) in PhoP inhibition → -5%

# The list continues:
PhoP inhibition,SMILES
-9%,COc1ccc(NS(=O)(=O)c2ccc(C)c(C(=O)NCC(c3cccs3)N3CCOCC3)c2)cc1 (stereo not given)
1%,Nc1nc(N)c2nc(CNc3ccc(C(=O)NC(CCC(=O)O)C(=O)O)cc3)cnc2n1 (stereo not given)
-7%,Cc1nc2ccccc2c(=O)n1-c1cccc(NC(=O)c2cccs2)c1
-4%,C[N+](C)(C)C[C@H](O)CC(=O)[O-]
8%,Cc1n[nH]c(=O)c2c(NC(=O)COC(=O)c3ncc(Cl)c(Cl)c3Cl)oc(C)c12
-4%,Nc1ccc(C(=O)N2CCN(S(=O)(=O)c3ccc(Br)cc3)CC2)cc1[N+](=O)[O-]
-4%,COc1cc(NC(=O)C2CCN(S(=O)(=O)c3cccs3)CC2)cc(OC)c1
4%,O=C(Nc1cccc(S(=O)(=O)N2CCCC2)c1)c1cc(S(=O)(=O)N2CCOCC2)ccc1F
-4%,COc1ccc(CCN(C)C(=O)c2cc(S(=O)(=O)N3CCCCC3)ccc2Cl)cc1OC
-4%,COc1ccc(NC(=O)CN(C)C(=O)c2cccnc2Sc2ccc(C)c(C)c2)cc1

# Given as comma-separated lines: entries from further up
smiles,PhoP inhibition
Nc1nc(N)c2nc(CNc3ccc(C(=O)NC(CCC(=O)O)C(=O)O)cc3)cnc2n1 (stereo not given),1%
Cc1nc2ccccc2c(=O)n1-c1cccc(NC(=O)c2cccs2)c1,-7%
C[N+](C)(C)C[C@H](O)CC(=O)[O-],-4%
Cc1n[nH]c(=O)c2c(NC(=O)COC(=O)c3ncc(Cl)c(Cl)c3Cl)oc(C)c12,8%
Nc1ccc(C(=O)N2CCN(S(=O)(=O)c3ccc(Br)cc3)CC2)cc1[N+](=O)[O-],-4%
COc1cc(NC(=O)C2CCN(S(=O)(=O)c3cccs3)CC2)cc(OC)c1,-4%
O=C(Nc1cccc(S(=O)(=O)N2CCCC2)c1)c1cc(S(=O)(=O)N2CCOCC2)ccc1F,4%

# New compounds follow:
PhoP inhibition,SMILES
10%,CN(CC(=O)Nc1ccccc1Cl)C(=O)CSc1nncs1
1%,COc1cc(C(=O)N(C)CCOc2ccccc2)ccc1OCC(=O)Nc1cccc(C(F)(F)F)c1
-4%,Cc1cccc(NC(=O)CNC(=O)c2cccc(-n3cccc3)c2)c1C
-5%,CC(=O)Nc1cccc(NC(=O)CSc2nc3c(=O)n(C)c(=O)n(C)c3n2C)c1
-1%,COc1ccc(COC(=O)CCS(=O)(=O)c2ccc(C)cc2)cc1F
-2%,COc1cccc(NC(=O)COc2coc(CN3CCN(c4ccccc4)CC3)cc2=O)c1
-2%,Cc1ccc(S(=O)(=O)N2CCC(C(=O)N3CCCC(C(F)(F)F)C3)CC2)cc1C (stereo not given)
-6%,Cc1sc(NC(=O)CCS(=O)(=O)c2ccccc2)c(C#N)c1C
-9%,CN(CC(=O)NCC(c1ccco1)N1CCCCC1)S(=O)(=O)c1ccc(Cl)cc1 (stereo not given)
0%,Cc1cc(OCC(=O)Nc2ccccc2N2CCCCC2)ccc1C(C)C
6%,Nc1c(N(CCC2=CCCCC2)C(=O)c2ccco2)c(=O)[nH]c(=O)n1Cc1ccccc1
-8%,N#CC1(NC(=O)COC(=O)c2ncc(Cl)c(Cl)c2Cl)CCCCC1
0%,Cc1ccc(-c2nc(SC(C)C(=O)c3c(N)n(C)c(=O)n(C)c3=O)n[nH]2)cc1 (stereo not given)
1%,Cc1ccc(-c2nn(-c3ccc(F)cc3)cc2C(=O)NC2CCC(O)CC2)cc1 (stereo not given)
-7%,Cn1nc(-c2ccccc2)cc1NC(=O)c1ccc(Cl)cc1
3%,Cc1ccc(N(Cc2ccccc2)C(=O)c2cc(S(=O)(=O)N3CCOCC3)ccc2C)cc1
-1%,O=C(Nc1cccc(S(=O)(=O)N2CCCCCC2)c1)C1CCC1
-4%,[O-][n+]1ccccc1SCc1ccccc1
4%,Cc1cccc(NC(=O)C2CC(=O)N(Cc3ccccc3)C2)n1 (stereo not given)
4%,Cc1ccc2nc(NC(=O)CSc3nc(=O)n(CCN(C)C)c4c3CCCC4)sc2c1
-3%,CN(C)S(=O)(=O)c1cccc(NC(=O)c2ccc3c(c2)S(=O)(=O)N=C2CCCCCN23)c1
6%,Cc1cc(C)c(S(=O)(=O)N2CCCCC2CCNC(=O)C(=O)NCC2CCCO2)c(C)c1 (stereo not given)
-7%,Cc1cccc(C(=O)NCC(=O)OCC(=O)N(C)CC(=O)Nc2ccc(F)cc2)c1
5%,Cc1cc(C)cc(NC(=O)COc2coc(CN3CCc4ccccc43)cc2=O)c1
-8%,COc1ccc(NS(=O)(=O)c2cccc(C(=O)NCC(c3ccccc3OC)N3CCCC3)c2)cc1 (stereo not given)
-4%,O=C(Nc1cc(Cl)cc(Cl)c1)C1CC(=O)N(C2CCCC2)C1 (stereo not given)
-6%,CC(OC(=O)CCN=C1NS(=O)(=O)c2ccccc21)C(=O)c1ccccc1 (stereo not given)
